Bioassay records: PubChem BioAssay, National Center for Advancing Translational Sciences (NCATS)
KCNH2 3.1 inh – KCNH2 3.1 (human) potassium channel inhibition | AID 720553 | activity change, % (tested at about 1.8 µM) | U2OS KCNH2 3.1, thallium flux FluxOr; stronger effect = lower value | actives 0.95% (n = 340,000);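 active = maximum activity change below -70%; inconclusive = maximum activity change from -70% to -50%; inactive = maximum activity change above -50%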;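 also: thallium influx rate constant from kinetic fluorescence after stimulation buffer; % is scaled to controls: 0 for no effect and ±100 for the full control effect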
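U2OS cells transduced with KCNH2 3.1 mutant virus (1.77 x 10^8 /mL, 4 h), plated overnight at 37 C, loaded 45 min with FluxOr dye plus Red40 quencher. Thallium flux rate constant from kinetic reads after stimulation buffer, normalised to controls.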
Eya2 phos inh – blocks the phosphatase activity of human Eya2; Potency, µM (highest dose often 76.9 µM), for inactives: at the highest dose activity, negative = inhibition, hits mostly inhibitors; AID 488837; O00167; recombinant Eya2, OMFP fluorescence dephosphorylation (OMFP is methylfluorescein phosphate); actives 0.006% (n = 330,000); also: potency is read from the fitted curve at half-maximal effect; % is scaled to controls: 0 for no effect and ±100 for the full control effect
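Eya2 protein (added as 0.2 uM solution) was preincubated with compound for 10 min at ambient temperature in 50 mM HEPES pH 7.5, 50 mM NaCl, 5 uM MgCl2, 0.05% BSA, 1 mM DTT. OMFP (added at 50 uM) then reacted 10 min; fluorescence read at 485/525 nm.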
USP2a inh – inhibitors of human ubiquitin-specific protease USP2a | actives 0.01% (n = 330,000) | USP2 core, Ub-CHOP2 coupled fluorogenic reporter, 485/531 | Potency, µM (doses to about 38.3 µM), without a hit: top-dose activity change, negative = inhibition, usual class: inhibitors;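 also: potency is read from the fitted curve at half-maximal effect; plate controls were DMSO wells for no effect and full inhibition by NEM control for full effect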
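Cell-free coupled assay: 10nM USP2 core preincubated 30min RT with compound in Tris-HCl pH 8.0/CaCl2/CHAPS buffer, then 25nM Ub-CHOP2 and 25nM reporter substrate; fluorescence (Ex 485/Em 531) read after 60min RT, normalized to NEM inhibition, concentration-response curves fitted.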
TRPV1 agonist – agonists of human vanilloid receptor 1 (TRPV1); activation, % at 8.33 µM; Q8NER1; TRPV1-expressing cells, Fluo-8 calcium influx, agonist mode; actives 0.19% (n = 320,000); in the data active = activation above about 80%; inconclusive = between about 30% and that limit; also: 0% is about no effect
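TRPV1-expressing cells were cultured overnight at 35.5C and loaded with Fluo-8 calcium dye for 40 to 90 min at room temperature. After a 10 s baseline, compound was added and calcium influx was read kinetically for 3 min (ex 480/em 520 nm).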
TCR activator – activates T cell receptor signaling. Potency, µM (titrated, usually from 9.22 µM), without a hit: at the highest dose activation of IL-2 secretion, most hits filed as activators. primary human leukocytes, anti-CD3, IL-2 HTRF, 48 h. AID 504894. 330,000 tested, under 10 active; also: % of control where 0% means no effect
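Human primary leukocytes + a-CD3 beads + cpd, 48 hr; IL-2 in supernatant by HTRF (ex 320nm / em 665nm). No co-stimulatory signal supplied.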
AT treatment – potential ataxia-telangiectasia treatments restoring KAP-1 phosphorylation; Potency, µM (top dose mostly 57.5 µM), for the others: at the top dose activation, usual class: activators; […] A-T fibroblasts, KAP-1 phosphorylation AlphaLISA; neocarzinostatin DNA damage 30 min before lysis; actives 0.19% (n = 320,000); also: potency is read from the fitted curve at half-maximal effect; % of control where 0% means no effect; nearly all actives have a fitted effect of over 45% in size
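ATM-like activity read as KAP-1 phosphorylation via AlphaLISA donor/acceptor antibody pairs after lysis and 6 hr at 25C. Cells were ATM-null patient fibroblasts ([…], hTERT), dosed 60 min, then exposed to the DSB inducer NCS for 30 min.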
KCNH2 WT inh – blocks the wildtype human KCNH2 potassium channel | activity change, % at 1.84 µM | actives 0.37% (n = 340,000) | Q12809 | U2OS, BacMam KCNH2, thallium flux FluxOr; stronger effect = lower value;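 active = maximum activity change below -70%; inconclusive = maximum activity change between -70% and -50%; inactive = maximum activity change above -50%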; also: % is scaled to controls: 0 for no effect and ±100 for the full control effect
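U2OS cells were transduced with wild-type KCNH2 virus (2.03 x 10^8 / mL) for 4 h at room temperature, then cultured overnight at 37 C. Thallium flux was read with FluxOr dye. Rate constants were normalized to DMSO controls.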
TSHR antagonist – antagonists of human thyroid stimulating hormone receptor | AID 504810 | P16473 | activity change, negative = inhibition, % at 11.5 µM | TSHR-expressing cells, TSH-stimulated cAMP HTRF, 2 h; stronger effect = lower value | actives 0.2% (n = 330,000);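 active = activity change below a set negative limit, meaning inhibition stronger than a set level, cut at about -70% in these data; inconclusive = activity change between two set negative limits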; also: % is scaled to controls: 0 for no effect and ±100 for the full control effect
Target sequence (P16473 whole entry, looked up): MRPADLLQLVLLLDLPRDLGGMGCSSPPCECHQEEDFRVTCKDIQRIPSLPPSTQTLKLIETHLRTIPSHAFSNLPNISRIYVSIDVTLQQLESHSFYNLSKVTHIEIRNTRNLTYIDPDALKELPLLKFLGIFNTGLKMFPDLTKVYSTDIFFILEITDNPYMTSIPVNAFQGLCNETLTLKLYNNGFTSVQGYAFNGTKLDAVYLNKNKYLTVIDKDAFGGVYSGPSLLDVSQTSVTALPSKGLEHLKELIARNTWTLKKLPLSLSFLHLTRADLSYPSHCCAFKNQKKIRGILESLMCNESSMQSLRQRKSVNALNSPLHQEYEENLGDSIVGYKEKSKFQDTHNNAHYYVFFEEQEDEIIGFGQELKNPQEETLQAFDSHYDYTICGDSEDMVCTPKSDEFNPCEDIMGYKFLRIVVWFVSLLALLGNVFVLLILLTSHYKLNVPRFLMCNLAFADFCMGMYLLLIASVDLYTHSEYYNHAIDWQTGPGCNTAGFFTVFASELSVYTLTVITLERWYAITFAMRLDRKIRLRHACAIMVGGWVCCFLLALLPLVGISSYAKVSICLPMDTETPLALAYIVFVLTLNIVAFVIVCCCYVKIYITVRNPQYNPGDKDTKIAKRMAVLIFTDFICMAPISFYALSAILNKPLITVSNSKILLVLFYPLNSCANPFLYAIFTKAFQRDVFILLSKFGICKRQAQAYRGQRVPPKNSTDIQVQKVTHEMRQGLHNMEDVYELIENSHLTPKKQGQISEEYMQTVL
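TSHR-expressing cells were treated with compounds, then stimulated with TSH at EC80 (4nM final) for 2 hours at 37 deg C. Cellular cAMP was measured by HTRF competition between lysate cAMP and cAMP-d2 for a cryptate-labelled anti-cAMP antibody.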
ELG1 repair inh – blocks ELG1-dependent DNA repair in HEK293T cells | HEK293T ELG1-luciferase reporter, luminescence, 16 h; DNA damage induced by 5-fluorouridine | Potency, µM (series often up to 46.1 µM), inactives show at the top dose activity change, negative = inhibition, hits mostly inhibitors | actives 2.3% (n = 330,000); also: potency is read from the fitted curve at half-maximal effect; % is scaled to controls: 0 for no effect and ±100 for the full control effect; nearly all actives have a fitted effect of over 55% in size
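HEK293T cells expressing luciferase-tagged ELG1 (2,000/well) received 5-Fluorouridine plus compound or DMSO for 16 hr at 37 °C. Luciferase was read by ONE-Glo luminescence after 30 min at room temperature.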
Mito fusion act – blocks mitochondrial division or promotes mitochondrial fusion; S. cerevisiae fusion-defective mutant growth rescue, CellTiterGlo 48 h; actives 0.23% (n = 320,000); Potency, µM (highest dose often 46.1 µM), for inactives: top-dose growth rescue (activation), hits mostly activators;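 also: potency is read from the fitted curve at half-maximal effect; % of control where 0% means no effect; nearly all actives have a fitted effect of over 45% in size; temperature-sensitive fusion mutants such as fzo1-1 at 37 °C on non-fermentable ethanol glycerol medium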
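Compounds are tested for their ability to restore growth of mitochondrial fusion-defective yeast strains at non-permissive 37C in YPEG medium over 48 hours. Viability is quantified by luciferase luminescence.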
* = called active by the depositor; ? = inconclusive; / = not tested or not shown; [ ] = remark or other dose. Unless noted, calls follow the shape of the dose curve; as a rule, active = well fitted curve in the direction sought with a large enough effect; inconclusive = small, poorly fitted or top-dose-only effect, or another doubt; inactive = no such curve, though single readings can be large; an effect the other way counts as inactive or inconclusive.

SMILES | KCNH2 3.1 inh | Eya2 phos inh | USP2a inh | TRPV1 agonist | TCR activator | AT treatment | KCNH2 WT inh | TSHR antagonist | ELG1 repair inh | Mito fusion act
Cc1cnc(CNC(=O)c2ccc3oc(Cc4ccccc4)nc3c2)[nH]1 | -5 | 3% | 0% | 6 | -5% | 9% | -2 | -7 | 0% | -3%
CCOC(=O)c1ccc[n+](CC(=O)Nc2cc(C(F)(F)F)ccc2Cl)c1 | -7 | -13% | 3% | -2 | -2% | 8% | -3 | -10 | -14% | 22%
C/C(Cn1cnc([N+](=O)[O-])n1)=N\NC(=O)c1ccc(O)cc1O | 22 | 5% | 0% | ? | 3% | 2% | -3 | 8 | 14% | 0%
CCOc1ccc(S(=O)(=O)Nc2cccc(C(=O)NCC3(N4CCCCC4)CCCCC3)c2)cc1 | ? | 5% | -1% | 2 | 6% | 1% | 44 | 0 | -6% | 2%
CC(=O)Nc1cccc(Oc2ncnc3scc(-c4ccc(C(C)C)cc4)c23)c1 | 4 | -4% | -3% | ? | -2%[46.1 µM] | 6% | 7 | -2 | -18% | -13%
COc1ccc(C(=O)Nc2cc(C)on2)cc1 | 3 | -11% | 1% | 6 | -3% | 1% | -1 | 6 | ? | -4%
CC(/C=N/NC(=O)c1ccco1)=C\c1ccccc1 | 8 | -7% | 0% | 16 | -7% | -1% | -12 | -10 | ? | -1%
O=C(/C=C/c1ccccc1)NCCCNC(=O)/C=C/c1ccccc1 | 7 | 19% | -1% | 5 | -1% | 5% | 8 | 2 | 9% | 4%
O=C1c2ccccc2C(Nc2ccccc2)N1c1ccc(Cl)cn1 (configuration not stated) | 7 | -10% | 2% | -3 | -10% | -2% | 3 | 0 | 1% | 9%
Cc1cccc(N/C(N)=N/c2nc(C(F)(F)F)cc(C(F)(F)F)n2)c1 | 0 | -8% | 2% | 1 | -4% | 3% | -13 | -8 | -15% | -7%

Some of these compounds in order of heavy-atom count, high to low:
SMILES | KCNH2 3.1 inh | Eya2 phos inh | USP2a inh | TRPV1 agonist | TCR activator | AT treatment | KCNH2 WT inh | TSHR antagonist | ELG1 repair inh | Mito fusion act
CC(=O)Nc1cccc(Oc2ncnc3scc(-c4ccc(C(C)C)cc4)c23)c1 | 4 | -4% | -3% | ? | -2%[46.1 µM] | 6% | 7 | -2 | -18% | -13%
CCOC(=O)c1ccc[n+](CC(=O)Nc2cc(C(F)(F)F)ccc2Cl)c1 | -7 | -13% | 3% | -2 | -2% | 8% | -3 | -10 | -14% | 22%
O=C(/C=C/c1ccccc1)NCCCNC(=O)/C=C/c1ccccc1 | 7 | 19% | -1% | 5 | -1% | 5% | 8 | 2 | 9% | 4%
O=C1c2ccccc2C(Nc2ccccc2)N1c1ccc(Cl)cn1 (configuration not stated) | 7 | -10% | 2% | -3 | -10% | -2% | 3 | 0 | 1% | 9%
C/C(Cn1cnc([N+](=O)[O-])n1)=N\NC(=O)c1ccc(O)cc1O | 22 | 5% | 0% | ? | 3% | 2% | -3 | 8 | 14% | 0%
CC(/C=N/NC(=O)c1ccco1)=C\c1ccccc1 | 8 | -7% | 0% | 16 | -7% | -1% | -12 | -10 | ? | -1%
COc1ccc(C(=O)Nc2cc(C)on2)cc1 | 3 | -11% | 1% | 6 | -3% | 1% | -1 | 6 | ? | -4%

(listing goes on)
SMILES | KCNH2 3.1 inh | Eya2 phos inh | USP2a inh | TRPV1 agonist | TCR activator | AT treatment | KCNH2 WT inh | TSHR antagonist | ELG1 repair inh | Mito fusion act
Cc1ccc(C(=O)Nc2ccc(SC(F)F)cc2)s1 | -2 | 15% | 2% | 86* | 7% | 7% | 4 | -37 | ? | 2%
O=C(NCCc1ccccc1)C1CC(c2ccccc2O)=NO1 (configuration not stated) | 4 | -6% | 4% | 6 | -4% | -6% | -7 | -4 | 2% | 12%
COc1ccc2c(CC#N)c[nH]c2c1 | 8 | 10% | 1% | -3 | -2% | -3% | 0 | 5 | 9% | -2%
COc1cc(-c2noc(CCC(=O)NC3CCCCC3)n2)cc(OC)c1OC | 1 | -14% | 3% | 1 | -3% | -2% | -10 | -1 | -2% | 1%
CC1CCN(CCCNC(=O)C2CCC(=O)N2C2CCCC2)CC1 (configuration not stated) | -18 | 10% | -7% | 0 | / | 17% | -9 | 31 | 35% | 7%
CCN(CC)CCCN1C(=O)C(=O)/C(=C(/O)c2ccc3c(c2)CC(C)O3)C1c1cccnc1 (configuration not stated) | / | -3% | 6% | -3 | / | 2% | / | -5 | 7% | 2%
COc1ccc(-c2nc(CSCC(=O)NCc3ccco3)c(C)o2)cc1 | 13 | 10% | 1% | 7 | -2% | -3% | -7 | 7 | 18% | -1%
CCCCNC(=O)CCn1nc(-c2ccccc2)ccc1=O | -12 | -2% | -1% | 5 | 0% | 1% | -2 | 9 | -7% | 0%
O=C(NCc1cccc(F)c1)C1CCC(=O)N(CCCN2CCOCC2)C1 (configuration not stated) | 13 | -3% | 0% | -5 | 4% | 0% | -1 | 8 | -10% | -3%
COc1nc(C)nc2c1ccc1ccccc12 | 2 | -11% | -2% | -1 | 2%[46.1 µM] | 5% | -8 | -4 | ? | 0%

Only AT treatment, for 2 of the compounds above:
mol	AT treatment
COc1nc(C)nc2c1ccc1ccccc12	5%
Cc1ccc(C(=O)Nc2ccc(SC(F)F)cc2)s1	7%

(next part)
SMILES | KCNH2 3.1 inh | Eya2 phos inh | USP2a inh | TRPV1 agonist | TCR activator | AT treatment | KCNH2 WT inh | TSHR antagonist | ELG1 repair inh | Mito fusion act
Cc1c(NC(=S)NC(=O)c2cc3ccccc3o2)cccc1C(=O)O | 20 | -7% | 2% | -1 | 5% | 5% | -12 | -10 | ? | 3%
CC(C)c1nnc(NC(=O)CCC(=O)NCC2CCCO2)s1 (configuration not stated) | -2 | 22% | 1% | 1 | 2% | 4% | 1 | -2 | 6% | -3%
Cc1nnc(SCC(=O)NNC(=O)c2ccc(Cl)cc2)n1CC1CCCO1 (configuration not stated) | 6 | -9% | 1% | -2 | -2% | -1% | 7 | 25 | 4% | 13%
Cc1ccc(C(=O)Nc2c3c(nn2-c2ccccc2)CS(=O)(=O)C3)cc1C | 7 | 3% | 0% | 2 | 0% | 2% | 1 | -9 | -2% | 3%
COc1ccccc1C(=O)Nc1ccnn1C1CCN(Cc2cnc(N(C)C)s2)CC1 | -12 | -10% | -1% | -1 | -7% | 9% | 13 | -15 | -11% | -1%
CCOc1ccccc1N(CC(=O)NC1CCCCC1)C(=O)CCC(=O)Nc1cc(C)ccn1 | 11 | -1% | 2% | 2 | 3% | -2% | -13 | 7 | -6% | -2%
CC(=O)c1ccc(NC(=O)CN2CCN(c3ncccn3)CC2)cc1 | 11 | 3% | 5% | 2 | / | -4% | -7 | 21 | -5% | -7%
O=C(NCC(c1ccco1)N1CCN(c2ccccc2)CC1)c1ccco1 (configuration not stated) | -4 | -21% | -1% | 2 | 1% | -2% | 0 | 9 | ? | -10%
Cc1ccc(S(=O)(=O)N(CC(=O)O)Cc2ccccc2F)cc1 | -10 | 8% | -1% | 0 | 1% | 5% | -2 | 3 | 9% | -4%
O=C(CSc1ccc2ccccc2c1)Nn1cnnc1 | -1 | -8% | 5% | -8 | -3% | 1% | -13 | -9 | 11% | -1%
COc1ccc(/C=C/C(=O)Nc2ccccc2C(N)=O)cc1S(=O)(=O)N1CCOCC1 | -31 | 20% | 1% | 16 | 4% | ? | 4 | 20 | -26% | 6%
COC(=O)C1=C(C)NC(C)=C(C(=O)OC)C1c1cn(-c2ccccc2)nc1-c1ccco1 | -20 | -2% | -1% | 1 | 2% | 2% | -7 | 28 | 3% | -9%
COCCCNC(=O)C1CCC(CNS(=O)(=O)c2ccc(OC)cc2)CC1 (configuration not stated) | -3 | -1% | -2% | -1 | 18% | 1% | -17 | 5 | -6% | 3%
COCCC(=O)N1CCCC(N2CCN(c3ccc(F)cc3)CC2)C1 (configuration not stated) | 32 | 5% | 0% | -2 | -13% | -1% | 8 | -1 | -5% | -3%
c1cnc(NC2C3CC4CC(C3)CC2C4)nc1 (configuration not stated) | 5 | -13% | -8% | 14 | -5% | 2% | -19 | -9 | 7% | -1%
CC(C)CCSc1nnc(Cn2c(=O)sc3ccccc32)n1C | 15 | -11% | -2% | 5 | 1%[46.1 µM] | 0% | -1 | 2 | 9% | 0%
COc1ccc(OC)c(N(C(=O)c2snc(C(N)=O)c2N)C(C(=O)NCc2ccccc2)c2ccc(O)cc2)c1 (configuration not stated) | 5 | 4% | -3% | 0 | -2% | -1% | 0 | -8 | 9% | 1%
CCOC(=O)c1csc(NC(=O)c2ccc(OC)c(OC)c2)n1 | 0 | -8% | 0% | -1 | -6% | -3% | -6 | -6 | 2% | -3%

An excerpt (hit frequency here may not be typical).
